Screens as filed in PubChem.
Gli-Sufu antag: Gli-Sufu pathway antagonism. Sufu-KO-LIGHT fibroblasts, Gli luciferase reporter luminescence. inhibition, % at 5 µM. 0.74% of 340,000 active;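 active means inhibition above about 55%, limit read from the data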;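 further: 0% = DMSO-treated cells and 100% = wells with medium but no cells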
UBC13 polyUb: human UBC13 polyubiquitination inhibition; P61088; UBC13 polyubiquitin chain formation, TR-FRET; inhibition, % at 20 µM; 0.47% of 330,000 active; AID 485273; in the data active means inhibition above about 45%, passing the limit was not always enough
Target sequence (P61088 whole entry, looked up): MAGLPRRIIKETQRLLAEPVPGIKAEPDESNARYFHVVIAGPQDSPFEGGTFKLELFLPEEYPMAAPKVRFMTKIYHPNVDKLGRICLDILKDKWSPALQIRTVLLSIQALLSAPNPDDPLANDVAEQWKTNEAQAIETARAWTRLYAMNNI
ATG4B inhibitor: ATG4B (human) cysteine protease inhibition | Q9Y4P1 | ATG4B cleavage of LC3-PLA2, NBD-HPC fluorescence, 1 h | inhibition, % at 8.33 µM | 0.51% of 340,000 active | AID 504462; in the data active means inhibition above about 40%
APJ ag: agonists of human APJ apelin receptor. AID 2520. activation, % at 20 µM. 0.11% of 330,000 active. CHO-K1 APJ PathHunter beta-arrestin, luminescence; 0% DMSO wells, 100% apelin;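 active means activation more than six SD over the plate average, tested at 20 µM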;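 further: 0% = DMSO alone and 100% = apelin-13 at 10 nM; some results filed as inactive read as strong as hits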
Target sequence (P35414 whole entry, looked up): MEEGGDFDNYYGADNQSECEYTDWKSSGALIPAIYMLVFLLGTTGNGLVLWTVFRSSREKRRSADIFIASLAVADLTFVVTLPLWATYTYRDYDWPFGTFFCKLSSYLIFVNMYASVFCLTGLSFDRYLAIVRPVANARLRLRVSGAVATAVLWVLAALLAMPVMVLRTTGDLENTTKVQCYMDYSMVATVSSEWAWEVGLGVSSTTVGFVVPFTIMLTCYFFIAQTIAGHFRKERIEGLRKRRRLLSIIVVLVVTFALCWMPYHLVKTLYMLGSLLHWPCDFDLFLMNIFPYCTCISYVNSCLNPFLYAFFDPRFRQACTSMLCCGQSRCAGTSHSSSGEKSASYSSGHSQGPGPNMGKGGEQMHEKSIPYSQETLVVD
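Test system – PathHunter CHO-K1 APJ (AGTRL-1) beta-arrestin reporter cells · Input – 1000 cells/well · Compound – single test compound dose, 20 µM final, 1% DMSO · Times – compound stimulation 90 min at 25 °C, detection 60 min · Technique – beta-gal luminescence · Read-out basis – APJ–arrestin association signal · Control set – negative DMSO alone, positive Apelin-13 at 10 nM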
CXCR6 inh: inhibitors of human CXCR6 receptor; 0.36% of 360,000 active; inhibition, % at 20 µM; CHO-K1 PathHunter CXCR6 beta-arrestin, luminescence; AID 602244; in the data active means inhibition above about 34%, passing the limit was not always enough;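 further: antagonist mode with CXCL16 agonist at 10 nM final; 0% = 10 nM CXCL16 with DMSO and 100% = unstimulated wells without agonist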
CCR6 antagonist: blocks CCL20-driven beta-arrestin recruitment at human CCR6; P51684; CHO-K1 CCR6 PathHunter beta-arrestin, luminescence, CCL20-stimulated; inhibition, % at 20 µM; 0.49% of 340,000 active; AID 493098;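 active means compounds whose inhibition of the agonist-driven luminescence signal at 20 µM reaches about 50%, limit read from the data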;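 further: cells stimulated with CCL20 at 14 nM final; plate controls were DMSO with CCL20 for no effect and DMSO without agonist for full effect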
EBI2 antag: EBI2 (human) antagonism | 0.81% of 360,000 active | EBI2 beta-arrestin recruitment, luminescence, 7a,25-OHC stimulated | P32249 | inhibition, % at 5 µM; in the data active means inhibition above about 38%;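 further: enzyme fragment complementation signal reports receptor beta-arrestin coupling in cells; 0% = agonist plus DMSO wells and 100% = wells without agonist; some results beyond the cut were filed as inactive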
Target sequence (P32249 whole entry, looked up, the tested form may be a part): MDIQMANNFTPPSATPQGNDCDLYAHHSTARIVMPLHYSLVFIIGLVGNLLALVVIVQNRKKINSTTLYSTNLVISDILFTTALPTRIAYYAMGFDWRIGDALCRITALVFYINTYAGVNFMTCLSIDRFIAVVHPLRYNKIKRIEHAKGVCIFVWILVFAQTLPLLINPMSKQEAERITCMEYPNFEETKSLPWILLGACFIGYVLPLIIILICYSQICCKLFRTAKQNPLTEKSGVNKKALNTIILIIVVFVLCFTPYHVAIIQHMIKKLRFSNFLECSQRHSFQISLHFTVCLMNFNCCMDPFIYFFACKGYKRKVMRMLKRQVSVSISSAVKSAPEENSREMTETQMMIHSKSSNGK
APJ antagonist: APJ receptor antagonism. AID 2521. inhibition, % at 20 µM. CHO-K1 APJ beta-arrestin complementation, luminescence. 0.32% of 330,000 active;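 active means inhibition above about 40% at 20 µM, limit read from the data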;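 further: cells challenged with 10 nM apelin-13 agonist together with compound; plate controls were apelin-13 plus DMSO wells for no effect and DMSO wells lacking apelin-13 for full effect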
Numbers without * were called inactive; nt = not tested or not shown.

Fields: Gli-Sufu antag | UBC13 polyUb | ATG4B inhibitor | APJ ag | CXCR6 inh | CCR6 antagonist | EBI2 antag | APJ antagonist
- COC(=O)CN(c1ccc(C)cc1)S(=O)(=O)c1ccc(F)cc1
→ 27 | 4 | -1 | -2 | 1 | 5 | 13 | 22
- CCN1CCN(C(=O)c2ccc(Cl)c(S(=O)(=O)N3CCOCC3)c2)CC1
→ 5 | 4 | -18 | 0 | -3 | 8 | -4 | 14
- O=C(CCC(=O)N1CCOc2ccccc21)NCCCN1CCOCC1
→ -2 | 0 | -20 | -3 | -4 | -1 | 4 | 14
- Cc1oc(/N=C/c2ccc(Cl)cc2Cl)c(C#N)c1C
→ 17 | nt | 2 | nt | 2 | -20 | 8 | nt
- CN(C)c1ccc(C(=O)c2ccccc2C(=O)O)c(O)c1
→ 0 | -10 | -7 | -5 | -5 | 2 | -4 | -1
- Cc1ccc(-n2nc(CN3CCOCC3)c(-c3ccccc3)c2N)cc1Cl
→ 12 | -11 | 9 | 0 | 0 | -1 | -11 | 1
- COc1ccc(CCNCc2c(-c3ccccc3)n(C)c3ccccc23)cc1
→ 50 | 25 | -2 | 0 | 0 | 15 | 6 | 15
- COc1ccc(C2=NN(C(=O)CN3CCCCC3)C(c3ccc(C)cc3)C2)cc1 (configuration not stated)
→ 25 | -11 | -2 | -3 | 10 | 6 | 3 | 0
- CSCC(C)N1CCC(n2nccc2NC(=O)CCCc2ccccc2)CC1 (configuration not stated)
→ 6 | 6 | -6 | -10 | 4 | 11 | 2 | 0
- Cc1c(OCC(=O)NC2CC(C)(C)NC(C)(C)C2)ccc2c3c(c(=O)oc12)CCC3
→ 20 | -1 | 11 | 3 | 2 | 22 | -4 | -18
- N#CC1(c2nc3ccccc3[nH]2)CC1c1ccc2c(c1)OCO2 (configuration not stated)
→ -1 | -2 | -5 | 5 | 4 | -1 | 7 | 8
- CCCCCC(=O)O/N=C(\C)c1ccn(S(=O)(=O)c2ccccc2)c1
→ 7 | 6 | 9 | -2 | -4 | -10 | 2 | 16
- Cc1ccc(S(=O)(=O)NC(=O)NCC2CCN(S(=O)(=O)c3ccccc3)CC2)cc1
→ -7 | -7 | 3 | -2 | 3 | 5 | 2 | 15
- Cc1cccc(C(=O)N[C@@H]2c3ccccc3C[C@@H]2O)n1
→ -9 | 1 | -6 | 9 | 2 | -6 | 0 | 12
- CC(C)CN(C(=O)CN(C)C(=O)Cc1ccccc1Cl)c1c(N)n(CC(C)C)c(=O)[nH]c1=O
→ -10 | -7 | -7 | 0 | -3 | 8 | 10 | 10
- CCOC(=O)c1c(S(=O)(=O)N2CCCC(C(=O)Nc3ncccc3C)C2)c(C)n(C)c1C (configuration not stated)
→ -18 | 5 | -1 | 1 | 2 | -9 | -6 | 14
- COc1ccc(C(=O)NCc2ccc(C)cc2)cc1S(=O)(=O)N1CCCc2ccccc21
→ 6 | -11 | -20 | -2 | 8 | 6 | 1 | -15
- CCNc1nc(NCC)nc(N/N=C(\C)c2ccc(OC)cc2)n1
→ 13 | -6 | -3 | 1 | -2 | 7 | 1 | -19
- Brc1ccc(-c2csc(/N=C/N3CCCC3)n2)cc1
→ -39 | -6 | 10 | -3 | 3 | 15 | 5 | -20
- COCCn1cnnc1SCC(=O)Nc1cc(OC)c([N+](=O)[O-])cc1C
→ -4 | 3 | -1 | -1 | -2 | 3 | -3 | 0
- Nc1ncnc2nc(SCc3ccc(Cl)cc3Cl)[nH]c12
→ 20 | 13 | -6 | -5 | -10 | 1 | 0 | -8
- Cc1ccc(N2C(=O)C3C(C2=O)C2C=CC3C23CC3)c([N+](=O)[O-])c1 (configuration not stated)
→ -5 | 0 | 1 | -4 | -7 | 4 | -3 | 10
- COc1cccc(/C=C2\SC(=S)N(CCC(=O)NC3C=CS(=O)(=O)C3)C2=O)c1 (configuration not stated)
→ 9 | -10 | 9 | -1 | -9 | 0 | 5 | -16
- COc1ccc(-n2c(CN3CCC(C)CC3)nc3ccc([N+](=O)[O-])cc3c2=O)c(OC)c1
→ 4 | -5 | -2 | 4 | 0 | -5 | 2 | -23
- Cc1ccc(S(=O)(=O)N2CCC(=O)N(CCOC(=O)Nc3cc(C)cc(C)c3)CC2)cc1
→ 5 | 7 | -7 | -1 | 0 | 11 | 6 | 11
- Cc1ccc(OCCCCn2ccnc2)c(Cl)c1
→ -5 | 10 | -12 | -2 | -5 | 19 | -10 | 9
- O=C(NCC1COc2ccccc2O1)c1ccc(Cl)c(S(=O)(=O)N2CCCC2)c1 (configuration not stated)
→ 5 | 14 | -5 | -4 | -2 | 13 | -1 | 2
- COc1ccc(Br)cc1CN1CCN(S(=O)(=O)Cc2ccccc2)CC1
→ 17 | -2 | 2 | -3 | -8 | 6 | 11 | 1
- NC(=S)NNc1cccc(Cl)c1
→ -1 | 3 | 4 | 5 | -11 | 0 | 4 | -13
- CC(C)(C)c1ccc(NC(=O)CCNC(=O)c2ccco2)cc1
→ -21 | 8 | -1 | 0 | -8 | 16 | -9 | 11

Next part, starting with the last 2 of the part before.
Fields: Gli-Sufu antag | UBC13 polyUb | ATG4B inhibitor | APJ ag | CXCR6 inh | CCR6 antagonist | EBI2 antag | APJ antagonist
- NC(=S)NNc1cccc(Cl)c1
→ -1 | 3 | 4 | 5 | -11 | 0 | 4 | -13
- CC(C)(C)c1ccc(NC(=O)CCNC(=O)c2ccco2)cc1
→ -21 | 8 | -1 | 0 | -8 | 16 | -9 | 11
- C=CCNc1nc2ccccc2nc1NS(=O)(=O)c1ccc(Cl)cc1
→ 4 | -9 | -5 | 2 | 8 | 0 | -4 | -19
- O=[N+]([O-])c1cccc(S(=O)(=O)NCCc2cn3ccccc3n2)c1
→ 2 | 20 | -3 | -4 | -7 | 2 | -1 | -4
- CSc1ccc(N=Nc2c(C)[nH]n(C)c2=O)cc1
→ 30 | -160 | -3 | -4 | 21 | 22 | 5 | 16
- CCCCN(CCCC)CP(=O)(c1ccccc1)c1ccccc1
→ 3 | 3 | 0 | -1 | 10 | 12 | 13 | -21
- Cc1ccc(NS(=O)(=O)c2cc3c4c(cccc4c2)C(=O)NC3=O)cc1C
→ -1 | -14 | -10 | -3 | 4 | 18 | 11 | 8
- O=C(COC(=O)Cc1ccsc1)Nc1cccc(Cl)c1
→ -3 | 7 | -3 | -2 | 3 | 0 | 2 | 7
- COc1ccc([C@H]2CC(=O)C=C(/C=C/c3ccc(Cl)cc3)C2)cc1
→ -38 | 4 | -1 | -4 | 2 | -2 | 44* | 10
- Cc1c(Cl)cccc1NC(=O)Nc1ccc(C(=O)N2CCCC2)cc1
→ -10 | 9 | 41* | 0 | 2 | 3 | -2 | -2
- COc1cc2c(cc1NC(=O)COC(=O)[C@@H](NC(=O)c1ccccc1)C(C)C)oc1ccccc12
→ -12 | -9 | -11 | 0 | -18 | 17 | 17 | -6
- CCOC(=O)C1CCCN(C(=O)CSc2nccn2C)C1 (configuration not stated)
→ 32 | 3 | 1 | -1 | -3 | -8 | -8 | 9
- COc1cccc(-c2cc(C(=O)N3CCN(Cc4ccc5c(c4)OCO5)CC3)on2)c1
→ 4 | 13 | -6 | -5 | -2 | 3 | 70* | -45
- COCC(=O)Nc1cc(C(=O)Nc2cccc(C)c2C)ccc1Cl
→ -6 | 2 | 0 | 0 | 2 | 1 | 0 | 13
- Cc1ccc(NC(=O)CCn2nnc3ccccc32)c(C)c1
→ -17 | 6 | -5 | -2 | 8 | 10 | 2 | -1
- CCOC(=O)N1CCN(c2c(NCc3ccccc3Cl)c(=O)c2=O)CC1
→ 1 | 15 | -5 | -6 | 4 | -3 | -1 | 0
- CCCCCCc1cc2cc(-c3nnc(-c4ccccc4O)o3)c(=O)oc2cc1O
→ 24 | -64 | 2 | 25* | -41 | -59 | -32 | -75
- N/C(=N\NS(=O)(=O)c1ccc(Cl)cc1)c1ccccn1
→ 1 | -2 | -1 | -5 | 0 | -5 | -17 | -1
- CC1Cc2ccccc2N1C(=O)CN1C(=O)NC(C)(c2ccc3c(c2)OCCO3)C1=O (configuration not stated)
→ 4 | 7 | -11 | 0 | -7 | -8 | 4 | 1
- N#Cc1c2n(cnc1=O)CCCCC2
→ -5 | 0 | 2 | -6 | -3 | 3 | 11 | 26
- CCCN1CCc2nc(SCC(=O)Nc3ccc(C)c(Cl)c3)[nH]c(=O)c2C1
→ -13 | 6 | -11 | -2 | -2 | -3 | -2 | 13
- CC(C)CNC(=O)CN1c2cccc3cccc(c23)S1(=O)=O
→ -6 | 3 | -7 | 5 | -3 | 2 | -2 | -11
- COc1cccc(NC(=O)C(C)Sc2nnc(C3CC3)n2C2CC2)c1 (configuration not stated)
→ -4 | 12 | 0 | -2 | 4 | 2 | -7 | 1
- Cc1nnc(NCc2ccco2)s1
→ 2 | -1 | -14 | 0 | 4 | 12 | -1 | -6
- NS(=O)(=O)c1cc(C(=O)OCC(=O)Nc2ccc(Cl)cc2[N+](=O)[O-])ccc1Cl
→ -2 | -13 | -12 | 1 | -30 | -3 | -8 | -13
- COc1ccc(C2Nc3ccccc3C(=O)N2Cc2ccccc2)cc1 (configuration not stated)
→ 16 | 16 | 9 | -3 | 1 | 21 | -7 | 19
- O=C(NC1CCOc2ccccc21)c1ccccn1 (configuration not stated)
→ 28 | 3 | 2 | 0 | 8 | -7 | -11 | -2
- CC(=O)N1c2ccc(S(=O)(=O)NCC3CCC(C(=O)Nc4cc(C)ccn4)CC3)cc2CC1C (configuration not stated)
→ 26 | 4 | -3 | 12 | -10 | -3 | -3 | -8
- COc1ccc(C)cc1N(CC(=O)N1CCCC1)S(=O)(=O)c1ccccc1
→ -30 | -1 | 1 | 2 | 1 | 14 | 1 | -11
- COC(=O)c1c[nH]n2c(=O)c(Cl)c(C)nc12
→ -4 | -9 | -4 | -4 | -5 | -6 | -9 | 1
- Cc1ccc(C(=O)Nc2ccc3c(c2)OCO3)cc1
→ -112 | -10 | 8 | -4 | 1 | 9 | 5 | 10
- COc1cc(NC(=O)COC(C)=O)c(C)cc1[N+](=O)[O-]
→ 0 | -7 | -8 | -1 | 5 | -12 | -6 | -2
- CCOC(=O)c1sc(N)c(C(=O)Nc2ccccc2)c1C
→ -27 | -5 | -3 | -4 | 5 | 11 | -3 | 8
- Cc1ccc(C(=O)Nc2ccccc2C(=O)NC(CC(=O)O)C(=O)O)cc1 (configuration not stated)
→ -3 | 3 | -8 | 0 | -3 | 4 | -31 | 27
- O=C(CSc1nnc2ccccn12)c1ccc(OC(F)F)cc1OC(F)F
→ 8 | -4 | -12 | 2 | -4 | -11 | -11 | 4
- CCC(=O)c1ccc(OCC(=O)OCC(=O)N2CCc3ccccc3C2)cc1
→ -3 | 7 | -4 | -3 | -11 | -5 | -2 | 3
- O=C(CCc1c[nH]c2ccccc12)N[C@@H](Cc1c[nH]c2ccc(O)cc12)C(=O)O
→ 2 | -2 | -1 | -4 | -4 | 5 | -2 | -6
- O=C1CC(c2cccc(Cl)c2)Cc2nc(N3CCOCC3)ncc21 (configuration not stated)
→ 9 | 6 | 10 | 0 | -3 | 16 | 9 | 2
- Clc1cc(Sc2ccc(Br)cc2)nnc1-c1ccccc1
→ 7 | -2 | -13 | 1 | 3 | 13 | -20 | 15
- CS(=O)(=O)N(CCc1ccccc1)CC(=O)N1CCN(Cc2ccccc2)CC1
→ -3 | -6 | -6 | -4 | -5 | 1 | 2 | 6
- COC(=O)COc1cccc2c(=O)n(CC(=O)Nc3ccc4c(c3)OCCO4)ccc12
→ nt | -11 | -11 | -1 | -2 | 5 | 1 | 6
- CCOC(=O)C(C)Sc1nnc(NC(=O)c2ccc3c(c2)OCO3)s1 (configuration not stated)
→ 4 | 8 | -4 | -3 | 4 | -4 | -1 | -13
